Screening results deposited in PubChem by Broad Institute.
ERp5 inh – blocks human ERp5 reductase activity on insulin. 350,000 compounds, 0.05% hits. AID 651711. inhibition, % at 9.99 µM. Q15084. ERp5 insulin aggregation, absorbance 650 nm, 90 min;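 active = mean replicate inhibition above about 25%, with every replicate also reaching it, limit read from the data, passing the limit was not always enough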
Target sequence (Q15084 whole entry, looked up): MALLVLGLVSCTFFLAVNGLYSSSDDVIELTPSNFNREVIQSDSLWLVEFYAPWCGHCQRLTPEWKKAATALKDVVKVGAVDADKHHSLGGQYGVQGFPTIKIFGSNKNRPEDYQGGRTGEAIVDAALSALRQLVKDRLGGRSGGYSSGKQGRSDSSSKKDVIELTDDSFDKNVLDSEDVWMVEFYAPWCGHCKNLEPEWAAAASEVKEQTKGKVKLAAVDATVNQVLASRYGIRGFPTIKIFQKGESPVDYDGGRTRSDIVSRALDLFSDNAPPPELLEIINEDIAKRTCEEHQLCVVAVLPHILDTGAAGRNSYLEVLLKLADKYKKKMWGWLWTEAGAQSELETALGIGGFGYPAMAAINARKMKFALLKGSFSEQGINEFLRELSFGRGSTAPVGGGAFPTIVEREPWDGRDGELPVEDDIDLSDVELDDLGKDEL
ARNT-TACC3 inh – disruptors of human ARNT/TACC3 interaction. AlphaScreen His-ARNT PAS-B/GST-TACC3 binding, luminescence; TACC3 fragment carries E629A point mutation. inhibition, % at 9.99 µM. 390,000 compounds, 0.66% hits. AID 623870;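 active = mean inhibition of replicates at least 50% and at least half of replicates each reaching 50%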;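 also: 0% = complete ARNT plus TACC3 wells and 100% = ARNT alone without TACC3; many hits fall short of the cut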
RAD54 inh – inhibitors of human RAD54 branch migration; inhibition, % at 10.4 µM; Q92698; 360,000 compounds, 0.14% hits; RAD54 Holliday junction branch migration, FAM/BHQ fluorescence;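 active = mean normalized replicate activity at least 40 and at least half of replicates scoring 40 or more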;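 also: 0% = median of neutral control wells and 100% = median of positive control wells; inhibitors cause a drop in the FAM fluorescence signal; in these data hits start at about 50%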
PglD DTNB – PglD (C. jejuni) enzyme inhibition; purified PglD enzyme, DTNB colorimetric CoA detection; inhibition, % at 12.5 µM; 360,000 compounds, 0.098% hits; AID 602405; in the data active = inhibition above about 16%, passing the limit was not always enough; also: strong numbers were not always called active
RAD52 inh – inhibitors of human RAD52 DNA annealing | P43351 | recombinant RAD52 DNA annealing, FRET fluorescence | inhibition, % at 18.7 µM | 360,000 compounds, 0.46% hits;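 active = every replicate showing at least 50% inhibition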
CASP6 VEID inh – caspase-6 (human) enzyme inhibition | P55212 | purified caspase-6, Z-VEID-R110 cleavage fluorescence | inhibition, % at 12.5 µM | 350,000 compounds, 0.53% hits;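 active = mean inhibition across replicates at least about 35%, with every replicate also reaching that limit, limit read from the data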;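 also: 0% = median of neutral control wells and 100% = no fluorescence left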
esBAF inh – blocks esBAF chromatin remodeling in mouse ES cells; reporter increase, % at 12.5 µM; Bmi1-luciferase knock-in reporter, 24 h; 100% = twice the neutral-well signal; 350,000 compounds, 2% hits; in the data active = activation above about 40%;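 also: 0% = median of the plate's neutral control wells and 100% = double that signal; a rise in the Bmi1 reporter signal indicates esBAF inhibition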
E-sel inducer – E-selectin induction on HUVECs | activation, % at 7.58 µM | HUVEC E-selectin immunofluorescence imaging; normalized: neutral wells 0, TNF-alpha wells 100 | P16581 | 260,000 compounds, 0.37% hits;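 active = mean E-selectin-positive cell signal at least 10% of the positive control, reached in at least 60% of replicates, without over 20% cell loss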;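 also: in these data hits start at about 27%; measured in HUVEC primary endothelial cells; signal is the percent of cells scored E-selectin positive by PE staining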
Target sequence (P16581 whole entry, looked up): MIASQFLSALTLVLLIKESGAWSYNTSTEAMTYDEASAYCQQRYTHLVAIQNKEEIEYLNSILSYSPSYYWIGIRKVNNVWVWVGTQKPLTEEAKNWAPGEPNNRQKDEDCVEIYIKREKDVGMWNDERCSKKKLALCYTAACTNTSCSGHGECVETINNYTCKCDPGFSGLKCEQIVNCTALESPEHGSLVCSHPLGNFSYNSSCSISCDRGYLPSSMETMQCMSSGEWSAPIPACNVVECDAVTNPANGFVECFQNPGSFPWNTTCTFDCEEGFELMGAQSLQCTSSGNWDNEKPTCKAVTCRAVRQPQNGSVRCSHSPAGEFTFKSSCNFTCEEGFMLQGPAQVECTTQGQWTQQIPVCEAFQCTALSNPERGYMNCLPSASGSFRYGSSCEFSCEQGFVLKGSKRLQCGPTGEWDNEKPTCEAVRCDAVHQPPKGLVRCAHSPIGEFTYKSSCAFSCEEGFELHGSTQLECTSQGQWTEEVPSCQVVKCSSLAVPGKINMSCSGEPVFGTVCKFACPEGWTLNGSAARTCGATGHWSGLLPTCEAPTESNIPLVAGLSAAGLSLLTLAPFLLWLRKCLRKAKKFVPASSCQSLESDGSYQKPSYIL
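Material: HUVEC primary endothelial cells; Amount: 3,000 cells per well; Dosing: single concentration; Medium: EGM-2 growth medium on 0.1% gelatin-coated wells; Read-out basis: percent E-selectin-positive cells; Signal: immunofluorescence imaging; Control set: TNF-alpha, DMSO.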
The depositor's hits bear a star; x = not tested or not shown.

SMILES	ERp5 inh	ARNT-TACC3 inh	RAD54 inh	PglD DTNB	RAD52 inh	CASP6 VEID inh	esBAF inh	E-sel inducer
O=C(C1CCC1)N1CCCCN2[C@H](C1)[C@@H](c1ccc(-c3cccc(F)c3)cc1)[C@@H]2CO	-7	7	-4	6	-12	x	-2	x
Cc1ccc(C(=O)COC(=O)CCC(=O)Nc2cc(Cl)ccc2Cl)cc1[N+](=O)[O-]	x	3	-2	2	x	x	-4	x
CN(CCc1ccccc1)C(=O)c1cc(COc2ccc(F)cc2Cl)on1	-18	7	3	-1	-2	0	43*	x
COc1ccc(C(=O)N(C)[C@H]2C[C@H]3c4[nH]c5c(-c6ccccc6)cccc5c4CCN3C(=O)[C@H]2[C@H](C)O)cc1	0	x	x	x	-16	-1	x	-0.2
COc1cc(NC(=O)C2CCCCC2)c(OC)cc1NC(=O)CN1CCCCC1	x	9	9	5	x	x	-10	x
CN(C)c1cc2c3ccccc3n(C)c2cc1N	8	14	0	1	9	-2	4	0.1
Cc1ccc(CN2CCC(Oc3ccc(C(=O)NCc4ccccn4)cc3)CC2)o1	3	x	-6	2	-16	-1	4	-0.4
CCN(C[C@H]1N[C@@](C)(C(=O)OC)[C@H]2C(=O)N(C)C(=O)[C@@H]12)C(=O)c1ccc(C)cc1	3	-3	-12	8	11	x	7	-0.1
Cc1c(NC(=O)CSc2nnc(COc3ccccc3)n2-c2ccccc2)c(=O)n(-c2ccccc2)n1C	-4	1	3	-3	-7	1	-2	x
COc1cc(OC)c(C2=NOC(C(=O)Nc3c(C)n(C)n(-c4ccccc4)c3=O)C2)cc1Cl (stereo not given)	-6	-9	x	x	-9	-1	x	4.5
Cc1noc(C)c1S(=O)(=O)Nc1ccc2c(c1)CC(=O)N([C@@H](C)CO)C[C@@H](C)[C@H](CN(C)S(=O)(=O)c1c(C)noc1C)O2	6	-1	2	0	-4	1	-3	0.9
O=C(NCCN1CCOCC1)c1ccc(-c2ccccc2)cc1	-2	-20	-1	5	8	4	4	x
COc1ccc(-c2noc3c2-c2nc(C4CCCCC4)sc2CC3)cc1	-3	0	-5	-3	-4	0	-4	1.3
CC1=C(C(=O)N2CCOCC2)CC(CC(=O)NC2CC2)C(=O)N1Cc1ccc(C(C)(C)C)cc1 (stereo not given)	4	x	8	1	-5	-2	0	0.9
COc1ccc2[nH]c(C)c(CCNC(=S)Nc3cc(C)cc(C)c3)c2c1	6	18	5	-2	-36	-4	-2	0.6
CC(C)C[C@@H](CN)NC(=O)c1nc[nH]c1C(=O)N[C@@H](Cc1ccccc1)C(=O)CNC[C@H](C)NC(=O)c1nc[nH]c1C(=O)N[C@@H](CC(C)C)C(=O)O	3	-6	-2	-5	-11	2	-5	0.2
Cc1ccc(S(=O)(=O)/N=C2/NC(=O)/C(=C\c3cc(Br)cc(Br)c3O)S2)cc1	x	1	-189	-2	x	x	0	x
COc1ccc(CN(C)C[C@@H]2OCc3cnnn3CCCC(=O)N([C@H](C)CO)C[C@@H]2C)cc1	-4	1	10	-2	-3	-2	-2	-0.1
COc1ccc(NC(=O)Nc2ccc3c(c2)CC(=O)N([C@@H](C)CO)C[C@@H](C)[C@H](CN(C)C(=O)Nc2ccc(F)cc2)O3)cc1	-2	x	9	9	3	-1	1	2.3
Cc1cccc(NC(=O)[C@@H]2CCCN2C2=NS(=O)(=O)c3ccccc32)c1C	-2	0	5	-1	-17	-2	0	x

Four records picked at random from those above:
SMILES	ERp5 inh	ARNT-TACC3 inh	RAD54 inh	PglD DTNB	RAD52 inh	CASP6 VEID inh	esBAF inh	E-sel inducer
Cc1ccc(CN2CCC(Oc3ccc(C(=O)NCc4ccccn4)cc3)CC2)o1	3	x	-6	2	-16	-1	4	-0.4
COc1ccc(NC(=O)Nc2ccc3c(c2)CC(=O)N([C@@H](C)CO)C[C@@H](C)[C@H](CN(C)C(=O)Nc2ccc(F)cc2)O3)cc1	-2	x	9	9	3	-1	1	2.3
COc1cc(NC(=O)C2CCCCC2)c(OC)cc1NC(=O)CN1CCCCC1	x	9	9	5	x	x	-10	x
Cc1cccc(NC(=O)[C@@H]2CCCN2C2=NS(=O)(=O)c3ccccc32)c1C	-2	0	5	-1	-17	-2	0	x

Three structures already listed, ordered by length of the SMILES, low to high:
SMILES	ERp5 inh	ARNT-TACC3 inh	RAD54 inh	PglD DTNB	RAD52 inh	CASP6 VEID inh	esBAF inh	E-sel inducer
CN(C)c1cc2c3ccccc3n(C)c2cc1N	8	14	0	1	9	-2	4	0.1
Cc1ccc(CN2CCC(Oc3ccc(C(=O)NCc4ccccn4)cc3)CC2)o1	3	x	-6	2	-16	-1	4	-0.4
Cc1cccc(NC(=O)[C@@H]2CCCN2C2=NS(=O)(=O)c3ccccc32)c1C	-2	0	5	-1	-17	-2	0	x

Continuation:
SMILES	ERp5 inh	ARNT-TACC3 inh	RAD54 inh	PglD DTNB	RAD52 inh	CASP6 VEID inh	esBAF inh	E-sel inducer
COc1ccc(C(=O)CCC(=O)Nc2ccc(N3CCCCC3)cc2)cc1OC	1	6	8	0	-15	0	3	0.3
CCOCCCNC(=O)Cc1cc(=O)[nH]c(=O)[nH]1	-1	-4	-6	0	-3	0	-1	x
O=C(COC(=O)c1ccccc1[N+](=O)[O-])NCCCc1ccccc1	0	1	-6	0	-3	0	17	x
CC1Oc2cc3oc4c(O)c(O)ccc4c(=O)c3c(O)c2C1(C)C (stereo not given)	x	9	-3	-2	x	x	13	x
COc1cc(C(=O)OCn2nnc3ccccc3c2=O)cc(OC)c1OC	x	-7	1	4	x	x	11	x
CC(=O)N(C)C[C@@H]1Oc2cc(C#Cc3ccncc3)ccc2S(=O)(=O)N([C@@H](C)CO)C[C@H]1C	2	-2	6	2	-6	3	-5	7.1
S=C(Nc1ccc(Cc2ccncc2)cc1)Nc1cccc(Cl)c1	-5	-5	4	-2	-32	0	x	-0.1
COC(=O)c1sc2ccccc2c1-n1cccc1C(=O)C(=O)Nc1ccc(F)cc1	x	6	-2	0	x	x	1	x
N#C[C@H]1[C@H](c2ccccc2)[C@H](CO)N1C(=O)CN1CCOCC1	1	-2	9	-1	-8	-7	3	x
CN(c1ccccc1C(=O)O)S(C)(=O)=O	x	2	-11	-4	x	x	2	x
CO[C@H]1CN(C)C(=O)c2cc(NC(=O)Nc3cccc(F)c3)ccc2OC[C@H](C)N(C(=O)C2CC2)C[C@@H]1C	x	10	-5	-3	x	x	14	25
O=C1[C@H]2[C@H](ON3CCCC[C@H]23)C(=O)N1c1cccc(C(F)(F)F)c1	-2	-27	x	x	-28	1	x	x
O=C(c1cccs1)N1CCCC1	x	-2	-5	-3	x	x	-12	x
CC(C)(C)C(=O)Nc1c(Br)c(C2CC2)nn1-c1ccccc1	1	x	3	5	-3	-3	-2	x
O=C(C[C@H]1CC[C@H]2[C@@H](COC[C@@H](O)CN2S(=O)(=O)c2cccc(Cl)c2)O1)NCc1ccncn1	-8	0	-9	-1	5	-2	2	0.0
O=C(N[C@@H]1CC[C@@H](CCNS(=O)(=O)c2ccc(F)cc2)O[C@H]1CO)C1CCOCC1	-9	-9	2	1	-1	-8	1	0.3
C[C@@H]1CN([C@H](C)CO)C(=O)c2cc(NS(=O)(=O)c3cccs3)ccc2O[C@@H](C)CCCCO[C@@H]1CN(C)Cc1ccccc1	-2	-2	1	-2	-7	1	-3	x
CC12CCC3c4ccc(O)cc4CCC3C1CC(=NO)C2O (stereo not given)	-5	13	x	x	2	5	7	0.3
O=C(Nc1cc(SCC(O)CO)cc([N+](=O)[O-])c1)c1ccc(-n2cnnn2)cc1 (stereo not given)	3	-32	x	x	-2	2	x	x
Cc1cc(C)n(-c2ccc(F)cc2CN2CCN(C3CCCC3)C(CCO)C2)n1 (stereo not given)	3	-2	12	2	-18	-5	9	0.0

Reprinted from the listing for reference:
SMILES	ERp5 inh	ARNT-TACC3 inh	RAD54 inh	PglD DTNB	RAD52 inh	CASP6 VEID inh	esBAF inh	E-sel inducer
O=C(Nc1cc(SCC(O)CO)cc([N+](=O)[O-])c1)c1ccc(-n2cnnn2)cc1 (stereo not given)	3	-32	x	x	-2	2	x	x
Cc1cc(C)n(-c2ccc(F)cc2CN2CCN(C3CCCC3)C(CCO)C2)n1 (stereo not given)	3	-2	12	2	-18	-5	9	0.0

esBAF inh, entries above that show a hit.
smiles | ERp5 inh | ARNT-TACC3 inh | PglD DTNB | RAD52 inh | CASP6 VEID inh | esBAF inh
CN(CCc1ccccc1)C(=O)c1cc(COc2ccc(F)cc2Cl)on1 | -18 | 7 | -1 | -2 | 0 | 43*

Next compounds:
SMILES	ERp5 inh	ARNT-TACC3 inh	RAD54 inh	PglD DTNB	RAD52 inh	CASP6 VEID inh	esBAF inh	E-sel inducer
COc1ccc(CN(C)C[C@@H]2OCCCC[C@@H](C)Oc3ccc(NC(=O)Nc4ccc5c(c4)OCO5)cc3C(=O)N([C@@H](C)CO)C[C@@H]2C)cc1	0	15	-14	-2	35	-2	2	0.1
CC1CCCN(C(=O)CN2C(=O)c3ccccc3S2(=O)=O)C1 (stereo not given)	3	-2	3	3	-6	-3	-31	-0.7
O=C(Nc1ccc(N2CCCC2)cc1)c1cccc(Cl)c1Cl	-2	-1	6	5	-16	-2	85*	2.3
Cc1cc(Br)ccc1NC(=O)C1C2CCC(O2)C1C(=O)O (stereo not given)	3	-3	-2	-8	-7	2	5	0.1
Cc1c(NC(=O)Nc2ccc3c(c2)OCO3)cccc1[N+](=O)[O-]	20	8	13	-2	-17	0	x	12
CCCCn1c(N)c(N(Cc2ccccc2OC)C(=O)C(C)Oc2cccc(Cl)c2)c(=O)[nH]c1=O (stereo not given)	1	x	2	-2	5	0	1	-0.1
COc1ccc(S(=O)(=O)N2CCC(C(=O)N3CCN(C)CC3)CC2)cc1Cl	1	-4	8	3	-1	-8	4	-0.1
COc1ccc(-c2ccc(SCC(=O)Nc3nnc(C)s3)nn2)cc1	4	-12	x	x	-10	1	x	x
CN1C(=O)c2cc(NC(=O)c3cccs3)ccc2OC[C@H]2O[C@H](CC(=O)O)CC[C@H]21	x	x	x	2	0	x	-2	0.0
Cc1ccccc1Oc1nc2ccccc2n2cnnc12	2	-3	x	x	-17	0	x	x
Cc1cc(C(C)(C)C)ccc1OCCN1CCCC1	x	2	6	-1	x	x	-8	x
CC1C/C=C/C=C/C=C/C=C/C(O[C@@H]2O[C@H](C)[C@@H](O)[C@H](N)[C@@H]2O)CC2OC(O)(CC(O)CC3OC3/C=C/C(=O)O1)CC(O)C2C(=O)O (stereo not given in full)	-12	x	x	x	-25	45*	x	1.4
COc1ccc(CC(=O)NCc2n[nH]c(=S)n2-c2cccc(Cl)c2)cc1	-3	-6	-4	-5	4	0	-4	-1.8
Cc1ccc(CCN2CC(C(=O)NCCCN3CCCCC3)CC2=O)cc1 (stereo not given)	3	2	-18	1	-7	-61	5	x
COc1ccc(-c2nc3ccccc3o2)cc1NC(=O)CSc1ccc(Cl)cc1	-13	-6	x	x	-15	5	x	x
O=C(Nc1ccc(CN2CCOCC2)cc1)c1ccc(-c2cccc(Cl)c2)o1	x	-10	-8	1	x	x	9	x
O=C(c1ccc(F)cc1)N1CCCCN2[C@H](CO)[C@@H](c3ccc(-c4ccc(F)cc4)cc3)[C@@H]2C1	-4	11	4	-1	31	-1	x	x
COc1ccc(Cn2nnnc2C(c2cc3ccc(OC)cc3[nH]c2=O)N2CCC(C)CC2)cc1 (stereo not given)	x	0	-5	7	x	x	4	x
CCSc1nc2c(cnn2-c2ccccc2)c(=O)n1N	11	-5	-15	-3	-17	-2	x	-0.2
Cn1cc(CN2CCC(n3nccc3NC(=O)CCc3ccccc3)CC2)cn1	1	2	-16	-5	-3	-9	-2	-0.3
CN(CC(=O)Nc1cccc(F)c1)C(=O)Cn1c(=O)cnc2ccccc21	7	2	x	x	-4	2	5	-0.1
